LEDGF integ inh: blocks HIV-1 LEDGF/p75-dependent DNA integration; TR-FRET IN-LEDGF/p75 DNA integration, Eu/Cy5; inhibition, % at 3.7 µM; 0.64% of 370,000 active; AID 743269;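 active means inhibition above the screen-wide mean plus 3 SD, cut at about 13% in these data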;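 further: signal is the Cy5 over europium emission ratio at 671 and 618 nm; 0% = plate median of compound wells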
Tn7 DDE FP: DD(E)-Tn7 binding inhibition, primary FP screen; P02675; AID 720508; 0.13% of 370,000 active; inhibition, % at 8.3 µM; FP displacement of FITC-Tn7 peptide from fibrin DD(E); 0% = median of compound wells per plate;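 active means inhibition above the mean of compounds falling within the control limits plus 3 SD of them, cut at about 14% in these data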;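 further: 0% = plate median of compound wells and 100% = 10 µM Aha-Tn7 peptide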
Target sequence (P02675 whole entry, looked up): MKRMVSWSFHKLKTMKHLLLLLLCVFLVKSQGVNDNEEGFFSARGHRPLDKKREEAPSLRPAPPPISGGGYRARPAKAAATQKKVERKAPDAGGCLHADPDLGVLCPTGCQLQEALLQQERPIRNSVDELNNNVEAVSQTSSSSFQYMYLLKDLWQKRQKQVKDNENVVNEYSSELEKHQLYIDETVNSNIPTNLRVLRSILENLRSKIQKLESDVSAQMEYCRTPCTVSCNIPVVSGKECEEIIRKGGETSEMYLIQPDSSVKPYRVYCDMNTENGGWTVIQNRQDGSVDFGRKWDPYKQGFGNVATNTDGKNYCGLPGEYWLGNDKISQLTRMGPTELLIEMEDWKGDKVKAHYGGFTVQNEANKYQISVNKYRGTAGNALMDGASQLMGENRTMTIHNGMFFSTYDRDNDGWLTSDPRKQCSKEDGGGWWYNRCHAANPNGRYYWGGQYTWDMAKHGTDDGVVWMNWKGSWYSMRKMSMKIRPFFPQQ
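Also added: labelled Tn7 tracer, 0.1 µM; Assay system: human fibrin DD(E) protein; Amount: 2 µM fibrin DD(E); Schedule: 10 min compound pre-incubation, 3 h probe incubation at room temperature; Repeats: one replicate per compound; Read-out basis: percent inhibition; Measured by: fluorescence polarization of the labelled Tn7 tracer.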
SIAE primary: blocks human sialic acid acetylesterase; Q9HAT2; SIAE FP-Rh probe binding, fluorescence polarization; inhibition, % at 9.66 µM; 0.69% of 370,000 active; AID 1053197;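 active means inhibition above a cutoff: mean of compounds within the control limits plus 3 SD of those, cut at about 17% in these data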;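 further: 0% = plate median of compound wells and 100% = probe without SIAE protein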
TCR-CD3 inh: blocks the human TCR-CD3 interaction; inhibition, % at 9.4 µM; TAMRA-labeled TCR probe fluorescence, biochemical; 0.37% of 360,000 active; AID 651800; in the data active means inhibition above about 19%;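 further: recombinant mutant TCR 2C K166C tagged with TAMRA read by polarization; 0% = receptor in buffer alone and 100% = receptor with positive control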
UHRF1 MBD2 ctr: blocks human UHRF1 binding to methylated DNA; Q96T88; UHRF1 binding to methylated oligo, TR-FRET; inhibition, % at 4.4 µM; 0.75% of 370,000 active; AID 687016; in the data active means inhibition above about 21%;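 further: UHRF1 SRA domain binding a hemimethylated CpG hairpin DNA probe; 0% = median of test compound wells and 100% = reference inhibitor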
MBD2 DNA inh: inhibitors of human MBD2 binding to methylated oligonucleotide; 0.31% of 370,000 active; TR-FRET; inhibition, % at 4.4 µM; AID 686964; in the data active means inhibition above about 13%
KLK7 zymogen act: activates the human kallikrein-7 zymogen. activation, % at 7 µM. 0.9% of 370,000 active. P49862. purified proKLK7, EDANS-DABCYL substrate fluorescence; 100% is mature enzyme control, 0% vehicle;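 active means activation above the mean of all tested compounds plus 3 SD, computed per campaign excluding outliers beyond control limits, cut at about 13% in these data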
Target sequence (P49862 whole entry, looked up): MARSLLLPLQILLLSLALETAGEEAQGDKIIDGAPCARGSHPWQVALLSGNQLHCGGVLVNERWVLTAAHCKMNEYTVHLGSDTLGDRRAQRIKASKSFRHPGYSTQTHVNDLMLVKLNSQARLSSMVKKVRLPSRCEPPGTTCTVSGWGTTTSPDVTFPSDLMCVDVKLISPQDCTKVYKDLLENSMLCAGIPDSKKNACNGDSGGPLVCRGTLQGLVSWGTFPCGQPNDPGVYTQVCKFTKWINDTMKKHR
DDE Tn6 FP inh: DD(E)-Tn6 binding inhibition, primary FP screen | P02675 | 0.21% of 370,000 active | inhibition, % at 8.3 µM | Fibrin DD(E) TRITC-Tn6 fluorescence polarization displacement;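 active means inhibition above a per-campaign cutoff: mean of compounds within control limits plus 3 SD, cut at about 15% in these data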;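 further: 0% = median of all compound wells on the plate and 100% = blocking peptide control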
PRMT1 inh: blocks human protein arginine methyltransferase 1. Q99873. recombinant PRMT1, activity-based probe fluorescence polarization. inhibition, % at 2.79 µM. 1.3% of 370,000 active. AID 652257;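 active means inhibition above about 21% made by adding two undisclosed values, limit read from the data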
Target sequence (Q99873 whole entry, looked up): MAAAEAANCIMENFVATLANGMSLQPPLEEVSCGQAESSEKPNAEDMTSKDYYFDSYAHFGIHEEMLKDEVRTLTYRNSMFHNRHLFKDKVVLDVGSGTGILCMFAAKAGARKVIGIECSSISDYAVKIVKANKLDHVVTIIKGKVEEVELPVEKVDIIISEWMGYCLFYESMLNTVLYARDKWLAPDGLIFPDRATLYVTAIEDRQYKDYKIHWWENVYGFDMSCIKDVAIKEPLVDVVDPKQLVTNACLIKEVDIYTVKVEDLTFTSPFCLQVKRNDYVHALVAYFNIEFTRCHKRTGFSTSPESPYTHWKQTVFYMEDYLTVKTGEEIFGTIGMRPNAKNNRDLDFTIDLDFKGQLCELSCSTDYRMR
TDP2 inh: blocks human TDP2 phosphodiesterase activity | AID 720702 | inhibition, % at 12.8 µM | recombinant TDP2, T5PNP hydrolysis, p-nitrophenol absorbance 415 nm | 0.34% of 370,000 active | O95551;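 active means inhibition above the mean of all tested compounds plus 3 SD, set per campaign, cut at about 25% in these data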;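 further: 0% = DMSO with enzyme and 100% = buffer with substrate but no TDP2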
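Test system: human TDP2 enzyme; Input: 120 nM TDP2 per well; Buffer or medium: Mg2+-containing Tris-HCl buffer, pH 7.5; Reagent: 5 mM T5PNP; Dosing: 12.8 µM single point, 1% DMSO; Incubation: reaction 2 h, 37 °C; Detection: p-Nitrophenol epi absorbance; Read-out: % inhibition relative to enzyme-containing and enzyme-free wells; Replicates: single well per compound.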
Numbers without * were called inactive; . = not tested or not shown.

| LEDGF integ inh | Tn7 DDE FP | SIAE primary | TCR-CD3 inh | UHRF1 MBD2 ctr | MBD2 DNA inh | KLK7 zymogen act | DDE Tn6 FP inh | PRMT1 inh | TDP2 inh | smiles |
| --- | --- | --- | --- | --- | --- | --- | --- | --- | --- | --- |
| -2 | 4 | 1 | 4 | 1 | -1 | 0.0 | 10 | -1 | 3 | O=C(CNC1CC1)Nc1cc(C(F)(F)F)ccc1Cl |
| 0 | -1 | -8 | 2 | 0 | -4 | -0.3 | -1 | 3 | 6 | O=C(CCl)N(CCc1ccccc1)CCc1ccccc1 |
| -1 | 1 | 2 | 7 | -2 | 2 | 0.0 | -1 | -1 | 2 | CCN(CC)C(=O)[C@H]1C[C@H](CC(=O)NCCC2=CCCCC2)C(=O)N2CCc3c([nH]c4ccc(Cl)cc34)[C@]12C |
| 2 | -3 | -4 | 0 | -2 | 1 | 0.7 | -4 | -11 | -11 | O=C(CN1C(=O)NC2(CCCCC2)C1=O)Nc1cccc(S(=O)(=O)N2CCOCC2)c1 |
| -3 | -5 | 2 | -3 | 3 | 5 | 0.3 | -3 | -2 | 2 | C=CCN1C(=O)c2ccc(C(=O)N3CCN(S(=O)(=O)c4cccc(F)c4)CC3)cc2C1=O |
| -8 | 0 | 2 | -5 | -3 | 2 | 0.7 | -3 | 11 | 8 | CN(C)CCC(=O)N1C/C(=C/c2ccccc2)C(=O)/C(=C\c2ccccc2)C1 |
| 5 | -1 | -4 | -1 | 0 | -1 | 0.3 | 7 | -1 | -6 | Cc1ccccc1CNS(=O)(=O)c1ccc2c(c1)OCCO2 |
| 3 | 4 | -1 | 0 | -1 | 0 | 0.6 | -1 | -2 | -3 | Cc1c(C(=O)Nc2ccc3c(c2)OCO3)oc2ccccc12 |
| -5 | 7 | -3 | -6 | 2 | 0 | 0.2 | 4 | 3 | -4 | COC(=O)CCCNC(=O)CC1C(=O)NCCN1Cc1ccoc1 (centres undefined) |
| 4 | -3 | 1 | 3 | -2 | 2 | -4.1 | 7 | 3 | -4 | CCCS/C(N)=N/N=C/c1ccccc1O |
| 0 | 0 | -1 | . | 3 | -2 | -0.1 | 4 | 8 | -10 | C[C@@H]1CCN(C2CC2)S(=O)(=O)c2c(cccc2N2CC[C@H](N(C)C)C2)O1 |
| -2 | 2 | 5 | -3 | 4 | 0 | -1.0 | 7 | 1 | -13 | COc1ccc(-n2nc(C(=O)NCC(=O)NCC3CCCO3)c3ccccc3c2=O)cc1Cl (centres undefined) |
| -2 | 1 | 3 | -1 | -1 | -10 | 0.5 | -1 | 0 | -12 | Cc1nc2ccc(N=NC3=C(O)CC(C)(C)CC3=O)cc2s1 |
| 2 | 5 | 10 | 12 | -2 | 0 | -0.2 | 5 | -3 | 3 | CC1CC(OC(=O)C(O)c2ccccc2)CC(C)(C)N1C (centres undefined) |
| 0 | -3 | 3 | 5 | -2 | -4 | -0.1 | 2 | -1 | -8 | CC(=O)c1c(C(C)=O)c(C)n(NC(=O)c2ccccc2Cl)c1C |
| 1 | 0 | 4 | -4 | -1 | 2 | -0.1 | 2 | 2 | 1 | NC(=S)N/N=C/c1coc2cc(Cl)ccc2c1=O |
| 8 | -1 | 5 | 2 | -3 | -3 | 0.9 | -11 | 1 | -2 | CCCC(C)NC(=O)COC(=O)c1cc(Br)c(Br)s1 (centres undefined) |
| 0 | 2 | -35 | 9 | -1 | -1 | -0.2 | -2 | -2 | -10 | Cc1cccc2cc(CN(Cc3ccco3)C(=O)Nc3cccc(C#N)c3)c(Cl)nc12 |
| 0 | -1 | 2 | 5 | -2 | -1 | 0.1 | -4 | 3 | 16 | COc1ccccc1NC(=O)Cc1nnc(SCC(=O)Nc2nccs2)n1C |
| -1 | 1 | 5 | -4 | 8 | 0 | 3.9 | -4 | 7 | 7 | COc1cc(OC)c(OC)cc1/C=C/C(=O)OCC(=O)Nc1c(C)n(C)n(-c2ccccc2)c1=O |

Profiles, looked up by structure. Screens in order: LEDGF integ inh, Tn7 DDE FP, SIAE primary, TCR-CD3 inh, UHRF1 MBD2 ctr, MBD2 DNA inh, KLK7 zymogen act, DDE Tn6 FP inh, PRMT1 inh, TDP2 inh
COc1ccc(-n2nc(C(=O)NCC(=O)NCC3CCCO3)c3ccccc3c2=O)cc1Cl (centres undefined) in the list: -2, 2, 5, -3, 4, 0, -1.0, 7, 1, -13
NC(=S)N/N=C/c1coc2cc(Cl)ccc2c1=O in the list: 1, 0, 4, -4, -1, 2, -0.1, 2, 2, 1

(more compounds)
| LEDGF integ inh | Tn7 DDE FP | SIAE primary | TCR-CD3 inh | UHRF1 MBD2 ctr | MBD2 DNA inh | KLK7 zymogen act | DDE Tn6 FP inh | PRMT1 inh | TDP2 inh | smiles |
| --- | --- | --- | --- | --- | --- | --- | --- | --- | --- | --- |
| 1 | 6 | 0 | 8 | 6 | 3 | 0.4 | 9 | 2 | 7 | CC(=O)/C(C#N)=C1\NC(=O)C(Cc2ccc(C)c(Cl)c2)S1 (centres undefined) |
| 0 | -4 | -32 | -16 | 3 | -3 | -0.4 | 2 | 21 | 5 | CCN1/C(=C\C=C2\C(=O)N(C)C(=S)N2C)Sc2ccccc21 |
| 0 | 2 | 7 | 2 | 3 | 6 | 0.1 | 3 | 1 | 16 | COCCNC(=O)c1c[nH]c2ccc(S(=O)(=O)Nc3ccc(F)cc3F)cc2c1=O |
| 0 | 2 | -8 | 3 | -2 | -1 | -0.1 | 8 | 2 | -7 | C/C(=N/OC(=O)C1CC1c1ccccc1)c1ccccc1 (centres undefined) |
| 3 | 3 | 6 | -1 | -3 | -5 | -0.1 | -4 | 14 | -18 | Cc1ccc(CNC(=O)CS(=O)Cc2nc(-c3ccccc3C)oc2C)cc1 (centres undefined) |
| 5 | -10 | 2 | 5 | -1 | -3 | -0.1 | -1 | 0 | -3 | O=C1C2C3C=CC(C3)C2C(=O)N1/N=C/c1cn(Cc2ccc(F)cc2)c2ccccc12 (centres undefined) |
| 9 | -4 | -1 | 0 | -1 | 3 | -0.3 | 2 | -1 | 0 | Cn1c(=O)c2cc(S(=O)(=O)NCCC(=O)Nc3ccc(F)cc3F)ccc2n(C)c1=O |
| 1 | 5 | 1 | 4 | 0 | -8 | -0.4 | 2 | 1 | 0 | c1ccc(-n2ncc3c(N4CCCCC4)ncnc32)cc1 |
| 5 | -3 | 1 | 2 | 2 | 0 | -0.4 | -1 | 2 | 6 | NS(=O)(=O)c1ccc(CCNC(=O)COC(=O)CCc2ccccc2)cc1 |
| -2 | 3 | 0 | 4 | -2 | -9 | 0.5 | 10 | 0 | -5 | CCN(CC)S(=O)(=O)c1ccc2c(c1)c(=O)c(C(=O)N1CCN(c3ccccc3)CC1)cn2C |
| 1 | -1 | 9 | -6 | -3 | -5 | 0.0 | 2 | -3 | 2 | O=S(=O)(NCCSc1nnnn1-c1ccccc1)c1cccs1 |
| 1 | -2 | 0 | 1 | -1 | 0 | 0.3 | 8 | 2 | -16 | CCC1=NN(C(=O)C(=O)Nc2ccccc2OC)C(O)(C(F)(F)F)C1 (centres undefined) |
| 3 | 6 | -3 | -4 | -2 | -5 | 0.0 | -7 | -3 | -2 | COc1ccccc1N1CCN(Cc2nc(N)nc(Nc3ccccc3)n2)CC1 |
| 5 | 0 | -2 | -3 | -3 | 1 | 0.8 | 1 | 0 | -3 | C=CCSc1nnc(NC(=O)c2cccc(S(=O)(=O)N3CCOCC3)c2)s1 |
| 6 | 5 | -4 | -4 | 0 | 2 | -0.6 | 3 | 4 | 7 | CCCCc1n[nH]c2c1/C(=N/OCC)CC(C)(C)C2 |
| 1 | 0 | -2 | 9 | 0 | 4 | 0.1 | 2 | 4 | 1 | C[C@H](NC(=O)[C@@H]1CSC2c3ccccc3C(=O)N21)C(=O)NC1CCCCC1 (some centres undefined) |
| 5 | -4 | -1 | 1 | -1 | 0 | 0.1 | -4 | -3 | -10 | O=C(O)/C=C/c1cccc(NC(=O)c2ccccc2)c1 |
| 4 | 6 | -2 | 2 | -2 | 1 | 0.4 | 10 | -1 | 3 | COc1cccc(CN2CC(C(=O)NCCOc3ccccc3)CCC2=O)c1 (centres undefined) |
| 0 | -8 | -3 | 5 | 2 | 6 | -0.7 | 1 | -1 | 6 | CCOC(=O)C1CCN(C(=O)CSc2ccccc2)CC1 |
| -1 | 4 | -2 | 5 | 0 | -2 | 0.8 | 1 | 1 | 15 | Cc1ccc(-c2c(C(=O)O)c3ccccc3[nH]c2=O)cc1 |
| -3 | -5 | -2 | -9 | 3 | 0 | -0.6 | -3 | -3 | -14 | O=C(CSc1nc2scc(-c3ccccc3)c2c(=O)[nH]1)N1CCCCC1 |
| -1 | 0 | -3 | 2 | 2 | -1 | 0.2 | -3 | -1 | 12 | COc1ccc(CCNC(=O)c2ccc(CNc3c(N4CCOCC4)c(=O)c3=O)cc2)cc1OC |
| 2 | -4 | -5 | 5 | 5 | -1 | -0.4 | -2 | 13 | -7 | COC(=O)c1ccc(NC(=O)CSCC(=O)OCC(=O)c2ccc(Br)cc2)cc1 |
| -3 | 1 | -3 | -7 | 2 | 6 | -0.5 | -6 | 1 | -1 | COC(=O)Cn1c(=NC(=O)c2ccc(Cl)s2)sc2cc(F)ccc21 |
| 4 | -3 | 0 | 5 | 0 | 0 | 0.1 | -3 | -6 | -8 | CCC(=O)N1CCC(C(N)=O)(N2CCCCC2)CC1 |
| 4 | -3 | 0 | 18 | -1 | 1 | 0.0 | 4 | -4 | -1 | CC(=O)N1c2ccc(S(=O)(=O)N(C)CC(=O)Nc3ccccc3C)cc2CC1C (centres undefined) |
| -1 | 5 | -3 | 0 | 2 | 4 | 0.0 | 7 | 0 | 10 | OCc1nc2ccccc2n1C/C=C/c1ccccc1 |
| 3 | -3 | 2 | 4 | 0 | 2 | -0.8 | 3 | 0 | 1 | Cc1cc2c(cc1C)-n1nnnc1C(N1CCN(c3ccccn3)CC1)C(c1ccc3c(c1)OCO3)=N2 (centres undefined) |
| 2 | 4 | 0 | 7 | -1 | -2 | 0.5 | 2 | 3 | -2 | CCOCCCNS(=O)(=O)c1ccc2c(c1)oc(=O)n2CC(=O)OCC |
| -3 | -5 | 7 | -3 | 3 | 3 | -0.7 | 1 | 1 | -8 | COCCNC(=O)C1(C)CCCN(C(=O)c2ccc3snnc3c2)C1 (centres undefined) |
| 1 | 8 | -4 | -8 | 4 | 1 | 0.3 | 6 | 8 | -12 | COc1ccccc1CNC(=O)C(=O)NCC1OCCN1S(=O)(=O)c1cccs1 (centres undefined) |
| 3 | -7 | 7 | 4 | -1 | 6 | -0.8 | 3 | -1 | -3 | Cc1c(C(=O)O)sc(S(=O)(=O)N2CCNCC2)c1C(=O)O |
| -2 | 4 | 2 | 2 | 6 | 7 | 0.0 | -8 | -1 | -1 | Cc1cc(C)cc(N(CC(=O)Nc2c(C)n(C)n(-c3ccccc3)c2=O)S(C)(=O)=O)c1 |
| 5 | -4 | -5 | -11 | 1 | -4 | 0.6 | -1 | 4 | -26 | Cn1cccc1Cc1nnc(SCC(=O)N2CCCCCC2)n1-c1ccc(F)cc1 |
| -4 | 1 | -3 | -3 | 3 | 0 | 0.4 | -4 | 4 | 2 | Cc1cc(C)nc(N2CCC(C(=O)NNC(=O)Cc3ccccc3)CC2)n1 |

Compound activity deposited in PubChem BioAssay by The Scripps Research Institute Molecular Screening Center.
